Bcl-B TR3 displacers – displacers of TR3 peptide from Bcl-B, primary screen, selectivity assay for Bfl-1 inhibitor project, biochemical, fluorescence polarization; Bcl-2-like protein 10 (Homo sapiens); FP displacement of FITC-TR3 peptide from Bcl-B; higher % means a stronger effect; displacement, % at 20 µM, or IC50 in µM where a hit was titrated; 96,000 compounds, 0.11% hits;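 active = displacement above 50% at 20 µM plus a fluorescence interference ratio under 1.5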;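 also: plate controls were wells without compound for no effect and wells lacking Bcl-B protein for full effect; a part of the inactive calls stands beside numbers as strong as those of hits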
IL1B NFkB pot – enhancers of NFkB p65 translocation in HUVEC – imaging, IL-1B stimulus, high-content imaging, primary screen; HUVEC IL-1B NFkB p65 nuclear translocation imaging; 94,000 compounds, 0.3% hits; activation, % at 2 µM;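 active = activation above 40%, about the mean plus 3 SD, also judged a hit on visual image review; inconclusive = activation above 40% but not a hit on visual review; inactive = activation not above 40% and no visual hit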;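 also: percent activation is computed from the nuclear over cytoplasmic p65 intensity ratio; values of inactives mirror those of a sister screen read the other way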
MRP reversal – reversal of MRP1-mediated doxorubicin resistance, primary screen, H69AR cells, doxorubicin co-treatment; H69AR cells + 2 uM doxorubicin, CellTiter-Glo, 72 h; differential viability (reversal), % at 10 µM; 85,000 compounds, 0.04% hits; AID 602, 2007;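 active = viability drop by adding the cancer drug above about 55%, with treated viability meeting a 40% cutoff, limit read from the data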;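 also: viability without doxorubicin minus viability with 2 µM doxorubicin for each compound; larger differential means the compound sensitizes cells more to doxorubicin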
IL1B NFkB inh – inhibitors of IL-1B driven NFkB p65 nuclear import, primary screen, imaging, HUVEC, IL-1B stimulus, high-content imaging; HUVEC IL-1B NFkB p65 nuclear translocation imaging; inhibition, % at 2 µM; 94,000 compounds, 0.43% hits;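 active = inhibition above about 30% together with a positive call from visual inspection of the well image, limit read from the data; inconclusive = inhibition above a set limit but visual check negative; inactive = inhibition not above a set limit, visual check negative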;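 also: nuclear over cytoplasmic p65 intensity ratio measured by imaging; 0% = IL-1B stimulated DMSO wells and 100% = unstimulated DMSO wells; values of inactives mirror those of a sister screen read the other way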
PLAP inhibition – PLAP enzyme inhibitors, biochemical, luminescence, HTS (AID 690). purified PLAP, luminescent substrate; higher % means a stronger effect. one-dose inhibition, % at 20 µM; IC50 in µM for titrated hits. 96,000 compounds, 0.08% hits; in the data active = a potency from the dose series; inactive = the rest, 99 in 100 with inhibition below about 30%; also: strong numbers were not always called active
MRP reversal cytotoxicity – second read-out of MRP reversal, no call of its own (marks repeat the call); viability, %; H69AR cells, CellTiter-Glo, 72 h; measured here: cytotoxicity without doxorubicin
MRP reversal with doxorubicin – recorded beside MRP reversal, whose call it bears; viability, %; measured here: viability with 2 uM doxorubicin; active compounds read low
IL1B NFkB inh cell count 2 µM – recorded beside IL1B NFkB inh, whose call it bears; cell count; measured here: cells passing quality filter;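 raw number of nuclei counted in each imaged well without normalization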
IL1B NFkB pot cell count 2 µM – second read-out of IL1B NFkB pot, no call of its own (marks repeat the call); cell count; measured here: cells passing quality filter
Starred values were filed as active, the others as inactive; ? = inconclusive; nt = no result given. A portion of the library; rates above refer to the full screens.

The line under a structure holds: IL1B NFkB inh, MRP reversal with doxorubicin, MRP reversal cytotoxicity, Bcl-B TR3 displacers, IL1B NFkB pot, IL1B NFkB pot cell count 2 µM, MRP reversal, IL1B NFkB inh cell count 2 µM, PLAP inhibition
- Cc1ccc(CNC(=O)CCCn2c(=O)[nH]c3ccccc3c2=O)cc1
 : 2, 103, 99, 1%, -2, 94, -4, 94, 14%
- CCOC(=O)C1=C(c2ccccc2)O/C(=C(\C(=O)OC)C(F)(F)F)S1
 : 0, 66, 67, 5%, 0, 57, 2, 57, -22%
- O=C(OCC(=O)N1CCN(C(=O)c2ccco2)CC1)c1cc(-c2cccc(Br)c2)nc2ccccc12
 : -15, 81, 69, 6%, 15, 88, -12, 88, -77%
- COc1ccc(-c2cc(-c3ccc(OC)cc3)nc(-c3ccc4c(c3)NC(=O)CO4)c2)cc1
 : -2, nt, nt, -27%, 2, 173, nt, 173, -49%
- O=c1[nH]c(CN2CCN(C/C=C/c3ccccc3)CC2)nc2ccccc12
 : 13, 74, 56, -9%, -13, 123, -18, 123, -46%
- COc1ccc(OC)c(N(CC(=O)Nc2ccc(NC(C)=O)cc2)S(C)(=O)=O)c1
 : 8, 82, 86, 5%, -8, 149, 5, 149, 10%
- Cc1cc(SCC(=O)c2ccccc2)nc(C)n1
 : -11, 92, 93, 11%, 11, 156, 1, 156, -25%
- CC1(C)Cc2c(C#N)c(SCC(=O)c3ccccc3)nc(N3CCOCC3)c2CS1
 : 7, nt, nt, -22%, -7, 112, nt, 112, -69%
- O=C(Cc1ccc(S(=O)(=O)N2CCOCC2)s1)Nc1nc2c(s1)CCCC2
 : 9, 86, 99, -50%, -9, 161, 13, 161, -24%
- Cc1onc(-c2ccccc2)c1C(=O)N1CCOCC1
 : 7, 97, 105, 2%, -7, 85, 8, 85, 0%
- O=c1cnnc(NCc2ccccc2)[nH]1
 : -5, 104, 90, -8%, 5, 168, -14, 168, -4%
- CC(=O)C1=C(O)C(=O)N(CCC(=O)O)C1c1ccccc1Cl (configuration not stated)
 : 2, 105, 103, 0%, -2, 78, -1, 78, 13%
- N#Cc1ccccc1CN1C(=O)S/C(=C/c2cccn2-c2cccc(C(=O)O)c2)C1=O
 : 3, nt, nt, -37%, -3, 170, nt, 170, -30%
- CC(C)(C)n1nc2c(c1NC(=O)COc1ccc(Cl)cc1)CSC2
 : 24, 102, 79, -10%, -24, 185, -23, 185, -62%
- CC(C)c1ccc(C(=O)CSc2n[nH]c(-c3ccncc3)n2)cc1
 : 0, 72, 31, -10%, 0, 118, -41, 118, -14%
- Cc1cc(C(=O)N/N=C/c2ccccc2Br)no1
 : 8, nt, nt, 0%, -8, 61, nt, 61, -21%
- CC(C)(C)n1ncc2c(=O)n(CC(=O)c3ccc(Cl)cc3)cnc21
 : 14, 98, 91, 3%, -14, 100, -7, 100, -8%
- O=C(CSc1ncc(-c2ccccc2)[nH]1)Nc1cccc(O)c1
 : 0, nt, nt, -11%, 0, 161, nt, 161, -8%
- CCOC(=O)c1cc(NC(=O)Nc2ccc(OC)c(OC)c2)c(C)nc1C
 : -8, 76, 83, -7%, 8, 121, 7, 121, -29%
- COc1cc(Nc2ccccc2Cl)c([N+](=O)[O-])nc1[N+](=O)[O-]
 : nt, 49, 17, 7%, nt, nt, -33, nt, 21%
- Cc1ccc2[nH]cc(C(=O)CN3CCN(C)CC3)c2c1
 : -8, 87, 84, -13%, 8, 150, -3, 150, 6%
- O=C(CCn1nc(-c2ccc(Cl)cc2)ccc1=O)N1CCOCC1
 : -17, 83, 81, -3%, 17, 139, -2, 139, -3%
- N#C/C=C1/NC(=O)c2ccccc2S1
 : nt, 97, 101, -7%, nt, nt, 4, nt, -12%
- COCCNC(=O)c1cc(-c2ccc(OC)c(OC)c2)on1
 : 6, 99, 107, 7%, -6, 90, 8, 90, -7%
- CCOc1ccc(S(=O)(=O)NN)cc1
 : -1, nt, nt, 1%, 1, 138, nt, 138, 0%
- Cc1cc(Cl)ccc1OCC(=O)Nc1ccccc1CO
 : 4, 123, 107, -7%, -4, 193, -16, 193, 26%
- CCOC(=O)C1=C(CC)Nc2ccccc2N=C1NC(=O)Nc1ccc(Cl)c(Cl)c1
 : -6, nt, nt, -11%, 6, 159, nt, 159, -24%
- CCOC(=O)c1nnc(-c2cccs2)nc1NC(C)C
 : -15, nt, nt, -2%, 15, 148, nt, 148, 8%
- CCOC(=O)N1CCC(NC(=O)Cn2cc3c(n2)CCCCC3)CC1
 : nt, 82, 105, 1%, nt, nt, 23, nt, 4%
- COCC(=O)NCCc1ccc(S(N)(=O)=O)cc1
 : -18, 108, 97, -2%, 19, 128, -11, 128, 11%

7 of the compounds above, bar-delimited:
Molecule | IL1B NFkB inh | MRP reversal with doxorubicin | MRP reversal cytotoxicity | Bcl-B TR3 displacers | IL1B NFkB pot | IL1B NFkB pot cell count 2 µM | MRP reversal | IL1B NFkB inh cell count 2 µM | PLAP inhibition
CC(C)c1ccc(C(=O)CSc2n[nH]c(-c3ccncc3)n2)cc1 | 0 | 72 | 31 | -10% | 0 | 118 | -41 | 118 | -14%
Cc1cc(C(=O)N/N=C/c2ccccc2Br)no1 | 8 | nt | nt | 0% | -8 | 61 | nt | 61 | -21%
CC(C)(C)n1ncc2c(=O)n(CC(=O)c3ccc(Cl)cc3)cnc21 | 14 | 98 | 91 | 3% | -14 | 100 | -7 | 100 | -8%
O=C(CSc1ncc(-c2ccccc2)[nH]1)Nc1cccc(O)c1 | 0 | nt | nt | -11% | 0 | 161 | nt | 161 | -8%
CCOC(=O)c1cc(NC(=O)Nc2ccc(OC)c(OC)c2)c(C)nc1C | -8 | 76 | 83 | -7% | 8 | 121 | 7 | 121 | -29%
COc1cc(Nc2ccccc2Cl)c([N+](=O)[O-])nc1[N+](=O)[O-] | nt | 49 | 17 | 7% | nt | nt | -33 | nt | 21%
Cc1ccc2[nH]cc(C(=O)CN3CCN(C)CC3)c2c1 | -8 | 87 | 84 | -13% | 8 | 150 | -3 | 150 | 6%

The results go on:
The line under a structure holds: IL1B NFkB inh, MRP reversal with doxorubicin, MRP reversal cytotoxicity, Bcl-B TR3 displacers, IL1B NFkB pot, IL1B NFkB pot cell count 2 µM, MRP reversal, IL1B NFkB inh cell count 2 µM, PLAP inhibition
- CC(=O)N1CCN(c2nc(CC(C)C)c3c(c2C#N)CCC3)CC1
 : -23, 78, 83, 16%, 23, 129, 5, 129, -48%
- Cc1cc(C)c2c(c1)cc(C)c1nnc(SCC(=O)Nc3cc(C)on3)n12
 : -12, 34, 17, -2%, 12, 77, -17, 77, -27%
- O=c1c2c(nc3cc(-c4cccc(Cl)c4)[nH]n13)CCC2
 : 3, 88, 79, 3%, -3, 179, -9, 179, 6%
- CCCOc1ccc(/C(O)=C2/C(=O)C(=O)N(c3cc(C)on3)C2c2ccc(C(=O)OC)cc2)cc1 (configuration not stated)
 : -24, 81, 84, -3%, 24, 154, 4, 154, -14%
- CCCCN(CC)S(=O)(=O)N1CCC(C(=O)NCCCN2CCOCC2)CC1
 : 9, 94, 94, -3%, -9, 99, 0, 99, -14%
- CCCCn1c2nc3ccccc3nc2c2c(=N)oc(C)nc21
 : nt, 80, 58, -18%, nt, nt, -21, nt, -75%
- O=C(Nc1ccc(N2CCN(C(=O)c3ccco3)CC2)cc1)c1cccs1
 : -13, 74, 58, 1%, 13, 130, -16, 130, 6%
- O=C(Cc1c(F)cccc1Cl)c1ccc(O)cc1O
 : -13, 102, 92, 48%, 13, 88, -10, 88, -6%
- CCOC(=O)N1CCN(c2c(NCCN(C)Cc3ccccc3)c(=O)c2=O)CC1
 : nt, 90, 96, -12%, nt, nt, 6, nt, -22%
- O=C(NCc1ccco1)c1nnc(Cc2ccc(Cl)cc2)o1
 : -6, 96, 99, -8%, 6, 161, 4, 161, 16%
- Cc1ccc(SC(C)c2nc(-c3ccccc3)no2)cc1 (configuration not stated)
 : -20, 82, 93, 0%, 20, 120, 11, 120, 9%
- O=S(=O)(Nc1ccc(O)cc1)c1cccc2cccnc12
 : -37, 90, 88, -9%, 37, 173, -2, 173, -10%
- CCCCCn1c(CNC(=O)CCC)nc2ccccc21
 : 9, 91, 102, -3%, -9, 156, 11, 156, -5%
- O=C(c1cc2c(s1)-c1ccccc1S(=O)(=O)C2)N1CCN(Cc2ccccc2)CC1
 : -15, nt, nt, -5%, 15, 182, nt, 182, -46%
- O=C(c1cccnc1)N1CCN(CCCc2ccccc2)CC1
 : 19, 77, 96, 6%, -19, 178, 19, 178, -24%
- COc1cccc(NC(=O)C(C#N)Cc2ccncc2)c1 (configuration not stated)
 : 1, 93, 93, -3%, -1, 111, 0, 111, 3%
- CCOc1ccc(NC(=O)N2CCC(NC(=O)c3ccco3)CC2)cc1
 : -7, 104, 84, -5%, 7, 112, -20, 112, -8%
- Nc1nnn(Cc2ccccc2)n1
 : -27, 94, 87, nt, 27, 137, -7, 137, nt
- COc1ccc(C=O)cc1COc1ccc(C)cc1[N+](=O)[O-]
 : -3, nt, nt, 0%, 3, 111, nt, 111, 8%
- N#CCOc1nc(N2CCCC2)nc(N2CCCC2)n1
 : -29, 93, 96, 5%, 29, 162, 3, 162, -25%
- CCCCn1nnnc1NCc1ccc(C)s1
 : 4, 79, 86, nt, -3, 128, 8, 128, nt
- CCOC(=O)CSc1cn2c(n1)CCC2
 : 3, 99, 79, nt, -3, 135, -20, 135, nt
- COCCNC(=O)Cn1nc(C(F)(F)F)c(Br)c1C
 : nt, 91, 97, 2%, nt, nt, 6, nt, -7%
- CN(C=O)CP(=O)(O)CN1CCCCC1
 : 2, 96, 86, 7%, -2, 104, -10, 104, 12%
- N#Cc1c(Cl)c(Cl)c2nnc(-c3ccc(Br)cc3)n2c1Cl
 : -1, nt, nt, -16%, 1, 145, nt, 145, -2%
- COc1ccc(-n2nc3c(c2NC(=O)C24CC5CC(CC(C5)C2)C4)CS(=O)C3)cc1 (configuration not stated)
 : -11, 85, 87, 10%, 11, 69, 2, 69, -30%
- CCOC(=O)C1C(=O)OC2(CCOC(C)(C)C2)C1C(=O)OCC (configuration not stated)
 : 9, 92, 99, 1%, -9, 79, 7, 79, -6%
- CC(C)OC(=O)c1c(N)n(CCCN2CCOCC2)c2nc3ccccc3nc12
 : -44, 72, 60, -4%, ?, nt, -13, 187, -58%
- Cc1ccc(NC(=O)CN(C)S(=O)(=O)c2cccc3cccnc23)cc1
 : -2, 99, 100, 17%, 2, 144, 0, 144, 27%
- CCNC(=O)N1C(CC(=O)OCC)C(=O)NC2CCCCC21 (configuration not stated)
 : -2, 104, 99, -13%, 2, 139, -4, 139, 0%
- Cc1ccc(C2CC(C(F)(F)F)n3nc(C(=O)NCc4c(C)nn(C)c4C)c(Cl)c3N2)cc1 (configuration not stated)
 : -20, nt, nt, -4%, 20, 195, nt, 195, -60%
- CCCN1CCC(NC(=O)Nc2ccc(F)cc2F)CC1
 : -5, 87, 95, -6%, 5, 140, 8, 140, 4%

Screening results deposited in PubChem BioAssay by several laboratories.
